Source: PubChem BioAssay (National Center for Advancing Translational Sciences (NCATS))
GALK inhibitor: qHTS Assay for Inhibitors of Human Galactokinase (GALK); P51570; Purified GALK, Kinase-Glo residual ATP luminescence; Potency, µM (titrated, usually from 57.5 µM), inactives show at the highest dose activity change, negative = inhibition, most hits filed as inhibitors; 270,000 compounds, 0.007% hits; AID 1868, 2009; also: potency is read from the fitted curve at half-maximal effect; % is scaled to controls: 0 for no effect and ±100 for the full control effect
Target sequence (P51570 whole entry, looked up): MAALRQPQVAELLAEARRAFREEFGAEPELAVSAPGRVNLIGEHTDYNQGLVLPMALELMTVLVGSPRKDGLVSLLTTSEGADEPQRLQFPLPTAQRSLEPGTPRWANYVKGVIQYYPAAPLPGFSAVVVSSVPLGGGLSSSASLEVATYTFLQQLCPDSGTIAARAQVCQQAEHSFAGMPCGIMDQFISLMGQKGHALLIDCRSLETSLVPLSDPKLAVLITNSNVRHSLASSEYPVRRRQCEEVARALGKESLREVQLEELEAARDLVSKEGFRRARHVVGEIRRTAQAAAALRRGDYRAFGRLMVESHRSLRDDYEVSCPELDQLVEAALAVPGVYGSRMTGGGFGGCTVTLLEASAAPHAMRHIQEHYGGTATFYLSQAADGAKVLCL
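Compounds were pin-transferred into ATP buffer (35 uM final), then GALK plus galactose (5 nM, 100 uM final) was added. After 1 h at room temperature, Kinase-Glo Plus was added and luminescence read after 10 min.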
TSHR antag: Antagonists of the Thyroid Stimulating Hormone Receptor: HTS campaign | 330,000 compounds, 0.2% hits | Thyrotropin receptor (Homo sapiens), P16473 | TSHR-expressing cells, TSH-stimulated cAMP HTRF, 2 h; stronger effect = lower value | AID 504810, 2011 | activity change, negative = inhibition, % at 11.5 µM;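 active = activity change below a set negative limit, meaning inhibition stronger than a set level, cut at about -70% in these data; inconclusive = activity change between two set negative limits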; also: % is scaled to controls: 0 for no effect and ±100 for the full control effect
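Read-out is FRET at 665 nm (cryptate excitation 337 nm) from a cryptate-tagged anti-cAMP antibody, competed by cell cAMP against cAMP-d2. Compounds are tested on freshly harvested TSHR cells challenged with 4nM TSH (EC80) for 2 hours at 37 deg C.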
Tb PFK inh: qHTS Assay to Find Inhibitors of T. brucei phosphofructokinase; T. brucei PFK, ADP-Glo luminescence; Potency, µM (titrated, usually from 57.5 µM), for inactives: top-dose activity, negative = inhibition, actives largely listed as inhibitors; ATP-dependent 6-phosphofructokinase (Trypanosoma brucei brucei), O15648; 330,000 compounds, 0.17% hits; AID 485367, 2010;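 also: potency is read from the fitted curve at half-maximal effect; 0% = uninhibited 1x PFK enzyme wells and -100% = no-enzyme wells; nearly all actives have a fitted effect of over 60% in size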
Target sequence (O15648 whole entry, looked up): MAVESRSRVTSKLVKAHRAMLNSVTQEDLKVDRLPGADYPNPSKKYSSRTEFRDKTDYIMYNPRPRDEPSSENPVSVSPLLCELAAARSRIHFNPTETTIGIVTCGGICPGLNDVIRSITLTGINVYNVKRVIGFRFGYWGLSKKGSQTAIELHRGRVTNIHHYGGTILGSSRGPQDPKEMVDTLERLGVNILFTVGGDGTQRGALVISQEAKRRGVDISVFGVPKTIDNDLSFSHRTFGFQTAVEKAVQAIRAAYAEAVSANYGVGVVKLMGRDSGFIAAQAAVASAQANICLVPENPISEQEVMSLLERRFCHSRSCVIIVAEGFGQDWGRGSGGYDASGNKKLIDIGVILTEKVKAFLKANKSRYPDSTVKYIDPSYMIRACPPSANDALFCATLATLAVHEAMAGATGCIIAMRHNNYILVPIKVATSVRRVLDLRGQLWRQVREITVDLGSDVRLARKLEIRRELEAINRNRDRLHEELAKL
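Activity is normalized to no-enzyme wells (full inhibition) and 1.25 nM enzyme wells (no inhibition). Reaction: 0.5 mM F6P, 0.1 mM ATP, 45 min RT, ADP-Glo luminescence; concentration-response curves fitted and classed by quality.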
Giardia killer: Small Molecules that selectively kill Giardia lamblia: qHTS. activity change, % at 7.66 µM, hits read low. Giardia lamblia trophozoite viability. 340,000 compounds, 0.15% hits; in the data active = activity change below about -80%; inconclusive = between about -30% and that limit;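 also: parasites exposed to compound for two days anaerobically before the ATP read; % is scaled to controls: 0 for no effect and ±100 for the full control effect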
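Giardia trophozoites, 100 cells per well, were exposed to compounds for 48 hrs at 37 deg C under anaerobic conditions; viability was then read as ATP content by bioluminescence after 15-30 min at room temperature.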
hERG WT inh: qHTS for Inhibitors of KCHN2 3.1: Wildtype qHTS | Voltage-gated inwardly rectifying potassium channel KCNH2 (Homo sapiens), Q12809 | U2OS, BacMam KCNH2, thallium flux FluxOr; stronger effect = lower value | activity change, % at 1.84 µM | AID 720551, 2013 | 340,000 compounds, 0.37% hits;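 active = maximum activity change below -70%; inconclusive = maximum activity change between -70% and -50%; inactive = maximum activity change above -50%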; also: % is scaled to controls: 0 for no effect and ±100 for the full control effect
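U2OS cells transduced with wild-type KCNH2 virus are loaded with FluxOr dye for 45 min, and thallium flux is measured in kinetic reads before and after stimulation buffer. Rate constants are normalized to DMSO controls.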
CXXC DNA block: qHTS Fluorescence Polarization Assay for Inhibitors of MLL CXXC domain - DNA interaction | MLL-CXXC / FITC-HOXA9 DNA fluorescence polarization | Potency, µM (doses to about 115 µM), for the others: at the highest dose activity change, negative = inhibition, hits mostly inhibitors | 290,000 compounds, 0.037% hits; active = well fitted inhibition curve with a large enough effect in the polarisation, with a control signal flat, not every such curve was filed as active; inconclusive = small, poorly fitted or top-dose-only effect, or effect the other way, or a change in a side signal; inactive = no such curve, though single readings can be large or run the other way; the % refers to the polarisation; also: potency is read from the fitted curve at half-maximal effect
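Purified MLL-CXXC (added from a 7 uM solution) was preincubated 5 min at ambient with pinned compounds in 50 mM Tris-HCl pH 7.5, 50 mM NaCl, 1 mM DTT, 0.05% BSA. Fluorescein-labeled HOX-A9 DNA (50 nM solution) followed, 30 min, then polarization read.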
AT treatment: qHTS Assay for Identifying a Potential Treatment of Ataxia-Telangiectasia; […] A-T fibroblasts, KAP-1 phosphorylation AlphaLISA; neocarzinostatin DNA damage 30 min before lysis; Potency, µM (doses to about 57.5 µM), without a hit: at the top dose activation, actives largely listed as activators; 320,000 compounds, 0.19% hits; also: potency is read from the fitted curve at half-maximal effect; % of control where 0% means no effect; nearly all actives have a fitted effect of over 45% in size
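ATM-like activity read as KAP-1 phosphorylation via AlphaLISA donor/acceptor antibody pairs after lysis and 6 hr at 25C. Cells were ATM-null patient fibroblasts ([…], hTERT), dosed 60 min, then exposed to the DSB inducer NCS for 30 min.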
Chronic BCR inh: qHTS Assay to Find Inhibitors of Chronic Active B-Cell Receptor Signaling. Potency, µM (doses to about 46.1 µM), for the others: at the top dose ratio change, negative = lower green/red ratio, usual class: inhibitors. ABC-DLBCL IkBa-CBG/CBR reporter, luminescence ratio, 4 h. 340,000 compounds, 0.05% hits; active = well fitted inhibition curve with a large enough effect in the signal ratio, with a control signal flat, not every such curve was filed as active; inconclusive = small, poorly fitted or top-dose-only effect, or effect the other way, or a change in a side signal; the % refers to the signal ratio;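 also: potency is read from the fitted curve at half-maximal effect; plate controls were basal doxycycline-induced cells for no effect and cells given 10 µM MG132 for full effect; MG132 reads +100%, hits lower the ratio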
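Concentration-response series (up to 46 uM) were applied to TMD8 dual-reporter cells for 4 h at 37C with doxycycline. Green/red ratio, after filter-overlap correction, defined %Activity; red signal alone was normalised to basal cells and zero luminescence.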
Coupling enz: qHTS Assay for Inhibitors of Fructose-1,6-bisphosphate Aldolase from Giardia Lamblia: Coupling assay counterscreen. 290,000 compounds, 0.67% hits. coupling enzyme system counterscreen, AmpLite Red fluorescence. activity change, negative = inhibition, % at 58.2 µM, hits read low; in the data active = activity change below about -30%; also: % is scaled to controls: 0 for no effect and ±100 for the full control effect
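Counterscreen of the coupled detection system alone, without aldolase: glyceraldehyde-3-phosphate coupling enzymes plus AmpLite Red readout. Compounds at 57.5 uM final, 10 min RT preincubation, 20 min RT reaction, fluorescence 525/598 nm.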
TCR activator: Activators of T cell receptors: qHTS campaign; Potency, µM (series often up to 9.22 µM), for the others: at the highest dose activation of IL-2 secretion, actives largely listed as activators; primary human leukocytes, anti-CD3, IL-2 HTRF, 48 h; 330,000 tested, under 10 active; also: % of control where 0% means no effect
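Using a-CD3 beads without co-stimulation, primary human leukocytes were exposed to compounds for 48 hr. An HTRF IL-2 kit measured the cytokine, with europium-to-d2 energy transfer producing emission at 665nm upon 320nm excitation.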
* marks the source's active call; other numbers are inactive results; u = inconclusive; x = not tested or not shown; & = joins results of further samples; [ ] = another dose, or the depositor's remark. Unless noted, calls follow the shape of the dose curve; as a rule, active = well fitted curve in the direction sought with a large enough effect; inconclusive = small, poorly fitted or top-dose-only effect, or another doubt; inactive = no such curve, though single readings can be large; an effect the other way counts as inactive or inconclusive.

SMILES	GALK inhibitor	TSHR antag	Tb PFK inh	Giardia killer	hERG WT inh	CXXC DNA block	AT treatment	Chronic BCR inh	Coupling enz	TCR activator
COc1cc(=O)n(C)c2c(OCC3OC(C)(C)OC3(C)C)cccc12 (stereo not drawn)	8%	-9	-1%	11	2	-7%	-3%	-7%	6&0	-1%
Cc1ccc(Sc2cc(C(=O)c3ccccc3C(=O)O)ccc2[N+](=O)[O-])cc1	-7%	-18	-5%	6	-17	-7%	2%	0%	8	-2%
O=C(CSc1nnc(-c2ccc(Cl)cc2)n1-c1ccc(Cl)cc1)N/N=C/c1ccco1	-2%	0	3%	4	-5	4%	0%	u	8	0%[46.1 µM]
CCCCCCOC(=O)/C=C/c1c(C)[nH]c(=O)[nH]c1=O	0%	4	-5%	5	-6	-1%	-4%	u	2	-4%
COc1ccc(-c2nc(NC(=O)c3ccc(OCC(=O)Nc4ccc(F)cc4)c(OC)c3)sc2C)cc1	0%	42	0%	7	1	2%	8%	0%	0	0%[46.1 µM]
Cn1cc(CNC(=O)c2cc(-c3ccccc3)nc3ccc(Br)cc23)cn1	x	5	-1%	-2	-6	3%	12%	2%	-1	-3%[46.1 µM]
CC(=O)NCCc1c(C)n(Cc2ccccc2)c2ccccc12	0%	5	2%	-3	-5	-6%	13%	2%	6	x
COc1ccc2c(c1)OC[C@H]1[C@H]2N2C(=O)c3cc(C)ccc3NC(=O)[C@@]2(C)[C@H]1c1ccccc1	x	-11	2%	-5	12	x	-7%	u	x	3%
CCCCN(CC)C(=O)c1cc2cc3ccc(OC)cc3nc2o1	-2%	-17	1%	21	-5	-9%	3%	-17%	1	6%
CCn1ncc(/C=N/O)c1C	-2%	5	-2%	-7	5	1%	2%	u	-1	-5%
COc1ccc(C(=O)NCc2nnc(SCC(=O)N3CCCC3)o2)cc1OC	6%	15	-16%	18	6	8%	1%	-1%	2	1%
CC1Cc2ccccc2N1Cc1nc2cc(C(F)(F)F)ccc2c(=O)[nH]1 (stereo not drawn)	-2%	-1	-29%	-11	0	5%	1%	-2%	0	-1%
COc1ccc(-n2c(SCC(=O)N3CCOCC3)nnc2C(C)N2CCCCC2)cc1 (stereo not drawn)	7%	-1	0%	-11	-16	-13%	-27%	u	-3	0%
Cn1c(=O)c(C(=O)Nc2ncccn2)c(O)c2ccccc21	3%	13	0%	u	-3	-19%	4%	-1%	-1	1%
Cc1cc(N2CCN(C)CC2)nc2ccc(NC(=O)CCC(=O)N3CCN(c4ccc([N+](=O)[O-])cc4)CC3)cc12	-4%	-5	2%	33[activator]	18	12%	-7%	-1%	-3	3%
CCOC(=O)N1CCC(NC(=O)CC(NS(=O)(=O)c2ccc(C)cc2)c2ccco2)CC1 (stereo not drawn)	0%	0	4%	-9	-5	6%	1%	-6%	4	2%
COc1ccc(-c2cn3c(C)c(C(=O)Nc4ccncc4)sc3n2)cc1	1%	-48	5%	2	-1	5%	-5%	u	-18	-5%
CC(C)N1CCN(Cc2ccc3c(c2)Cc2ccccc2-3)CC1CCO (stereo not drawn)	5%	0	-3%	-6	0	-16%	-2%	u	1	-21%
Cc1cc(N(CC(=O)NC(C)C)S(C)(=O)=O)ccc1Br	2%	15	-8%	-2	0	1%	6%	0%	3	5%[46.1 µM]
Cc1c(C(=O)Nc2ccc3oc(-c4cccnc4)nc3c2)oc2ccccc12	1%	24	-2%	-6	6	-10%	29%	-10%	-12	-1%

Complete entries from above. Order of values: GALK inhibitor | TSHR antag | Tb PFK inh | Giardia killer | hERG WT inh | CXXC DNA block | AT treatment | Chronic BCR inh | Coupling enz | TCR activator
CC(C)N1CCN(Cc2ccc3c(c2)Cc2ccccc2-3)CC1CCO (stereo not drawn) as listed: 5% | 0 | -3% | -6 | 0 | -16% | -2% | u | 1 | -21%
Cc1ccc(Sc2cc(C(=O)c3ccccc3C(=O)O)ccc2[N+](=O)[O-])cc1 as listed: -7% | -18 | -5% | 6 | -17 | -7% | 2% | 0% | 8 | -2%
Cc1cc(N2CCN(C)CC2)nc2ccc(NC(=O)CCC(=O)N3CCN(c4ccc([N+](=O)[O-])cc4)CC3)cc12 as listed: -4% | -5 | 2% | 33[activator] | 18 | 12% | -7% | -1% | -3 | 3%
COc1cc(=O)n(C)c2c(OCC3OC(C)(C)OC3(C)C)cccc12 (stereo not drawn) as listed: 8% | -9 | -1% | 11 | 2 | -7% | -3% | -7% | 6&0 | -1%

Some of these compounds in order of the TSHR antag value, lowest first.
compound | GALK inhibitor | TSHR antag | CXXC DNA block | TCR activator
COc1ccc(-c2cn3c(C)c(C(=O)Nc4ccncc4)sc3n2)cc1 | 1% | -48 | 5% | -5%
CC1Cc2ccccc2N1Cc1nc2cc(C(F)(F)F)ccc2c(=O)[nH]1 (stereo not drawn) | -2% | -1 | 5% | -1%
CC(C)N1CCN(Cc2ccc3c(c2)Cc2ccccc2-3)CC1CCO (stereo not drawn) | 5% | 0 | -16% | -21%
Cn1c(=O)c(C(=O)Nc2ncccn2)c(O)c2ccccc21 | 3% | 13 | -19% | 1%

Next structures.
SMILES	GALK inhibitor	TSHR antag	Tb PFK inh	Giardia killer	hERG WT inh	CXXC DNA block	AT treatment	Chronic BCR inh	Coupling enz	TCR activator
O=C(CSCCO)Nc1cccc2ccccc12	0%	-1	-2%	-12	5	2%	2%	-14%	-2	1%
COc1ccc(/C=C/C(=O)Nc2ccccc2C)cc1S(=O)(=O)N1CCOCC1	-5%	-8	3%	3	-2	-3%	14%	u	-1	-7%
Cc1cccc(CCNS(=O)(=O)c2ccc3c(c2)n(C)c(=O)c(=O)n3C)c1	3%	12	-11%	11	-1	-6%	3%	6%	0	-2%
CCOC(=O)C(C)n1cnc2scc(-c3ccc(C)c(C)c3)c2c1=O (stereo not drawn)	1%	-9	-2%	-11	28	1%	-1%	-1%	0	1%
CCOc1ccc2nc(N3CCC(C(=O)NC4CCCCC4)CC3)sc2c1	-2%	-8	2%	5	9	0%	6%	-1%	1	2%
O=C(OCc1nnc(-c2ccccc2)o1)c1cccc(S(=O)(=O)N2CCOCC2)c1	x	0	-5%	6	-2	x	3%	0%	x	-5%
CCc1ccc(N2CC(O)=C(c3nc4ccccc4c(=O)[nH]3)C2=N)cc1	13%	-14	-2%	21	-3	-5%	4%	-1%	-1	22%
Cc1ccc(NC(=O)CSc2nnc(COc3ccc(C#N)cc3)n2-c2ccccc2)cc1C	5%	-3	-2%	-13	-13	0%	3%	u	5	4%
O=C(c1ccccc1)N1CCN(CC(O)COC2CCCCC2)CC1 (stereo not drawn)	2%	-5	-2%	3	3	12%	1%	-8%	1	0%[46.1 µM]
COc1ccc(S(=O)(=O)NNC(=S)NCCc2ccccc2)c(OC)c1	-3%	3	0%	-2	17	19%	14%	u	x	1%
CN(C(=O)c1ccco1)c1nc2c(s1)CCCC2	1%	6	-5%	-17	-5	3%	-2%	-29%	-1	2%
COc1ccc(COc2cccnc2N)cc1	2%	4	-4%	-13	-3	-6%	2%	0%	-1	5%
N/C(=N\OC(=O)CCCOc1ccc(Cl)cc1Cl)c1ccncc1	-2%	-14	0%	2	-12	-3%	3%	9%	0	-3%
Clc1ccc2nc(C3CCN(Cc4ccccc4)CC3)[nH]c2c1	-4%	-17	0%	6	4	-6%	5%	8%	-2	4%
O=C1/C(=C\c2ccc(-c3ccccc3Cl)o2)SC(=S)N1CC1CCCO1 (stereo not drawn)	2%	2	-2%	-15	-3	u	-4%	1%	-2	-25%
COc1ccc2[nH]cc(C(=O)CN3CCCC(C)C3)c2c1 (stereo not drawn)	1%	16	0%	15	-6	-7%	0%	0%	-1	-4%
FC(F)(F)c1ccc(CN2C[C@@H]3C(c4ccc(Cl)nc4)C4(c5ccccc5)CC3(C4)[C@H]2c2ccccc2)cc1 (stereo partly drawn)	-2%	7	-8%	17	-18	2%	-6%	9%	-2&2	-11%
O=C(CSc1cccc[n+]1[O-])N1CCCc2ccccc21	-1%	0	1%	-23	4	-15%	-4%	7%	1	-6%
